High-throughput results from PubChem BioAssay.
FLuc inhib CS: Photinus pyralis luciferase inhibition counter-screen; P08659; ATPLite firefly luciferase biochemical luminescence, 10 min; hit rate 1.5% among 200,000; inhibition, % at 10 µM;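 active = inhibition above about 50% when tested at 10 µM, limit read from the data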
NF-kB neuron act: raises NF-kB expression in human neuronal cells | NF-kB reporter expression; hits give high values | fold change at 12.5 µM | hit rate 1.6% among 190,000; in the data active = fold change above about 3.3
G6PDH counter: L. mesenteroides G6PDH inhibition counter-screen; Purified L. mesenteroides G6PDH, diaphorase/resazurin coupled fluorescence, 45 min; inhibition, % at 5 µM; hit rate 0.12% among 200,000; AID 1020; in the data active = inhibition above about 50%
Diaph act CS: activates diaphorase or chemically reduces, flagging diaphorase assay artifacts. activation factor at 20 µM. hit rate 0.005% among 190,000. Diaphorase/resazurin coupled assay, resorufin fluorescence, 16 min; hits give high values; 1 = vehicle wells, 0 = NADH-free wells;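 active = diaphorase activity raised at least twofold by the compound at 20 µM; inactive = activation factor below 2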
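Material: purified diaphorase enzyme from Clostridium kluyveri / Medium: HEPES pH 7.4 buffer with MgCl2 and Tween 20 / Schedule: enzyme reaction of 16 min at room temperature / Measured by: resorufin fluorescence, excitation 544 nm, emission 590 nm / Evaluation: rise in resorufin formation, marking diaphorase activation or chemical reduction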
FLuc stim CS: firefly luciferase counter-screen for stimulation assays. 200,000 tested, under 10 active. activation factor at 10 µM. P08659. ATPlite luciferase biochemical, luminescence, 10 min; 0 = ATP-free wells, 1 = DMSO control;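 active = luciferase activation factor, scaled between plate controls, of at least 2 with compound at 10 µM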
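assay system = Luciferase/luciferin detection reagent, cell-free biochemical luciferase assay | also added = ATP substrate | times = 10 min post-reagent at room temperature | measured by = luminescence from luciferase reaction | measure = luciferase activation, seen as luminescence increase over controls | benchmarks = low control with PBS replacing ATP, high control enzyme plus ATP without compound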
APP 5UTR inh: APP translation inhibition. inhibition, % at 2 µM. SH-SY5Y APP 5'UTR-luciferase reporter, luminescence. AID 1285. hit rate 0.82% among 190,000;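 active = inhibition above a set limit, derived from the sample mean plus 3 SD, cut at about 45% in these data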; also: values of inactives mirror those of a sister screen read the other way
APP 5'UTR act: activates APP 5'UTR luciferase reporter; hit rate 1% among 190,000; SH-SY5Y APP 5'UTR luciferase reporter, luminescence; zero percent = DMSO vehicle wells; activation, % at 2 µM; AID 1276;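 active = activation above a set limit, based on mean plus 3 SD of controls, cut at about 140% in these data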; also: values of inactives mirror those of a sister screen read the other way
STAT1 activator: activators of IFN-gamma induced STAT1 signaling; NIH 3T3 STAT1-luciferase reporter, luminescence; 100% = IFN-gamma alone, no compound; activation (% of control), % at 5.5 µM; hit rate 2.6% among 200,000; AID 932;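 active = activation above the screen-wide mean activation plus 3 SD, cut at about 130% in these data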;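 also: raw ratio to IFN-gamma control signal so 100% means no change and 0% no light; values of inactives mirror those of a sister screen read the other way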
Diaph inh CS: counter-screen for diaphorase-based assays: diaphorase inhibitors and chemical oxidizers | diaphorase resazurin-to-resorufin fluorescence, NADH, 16 min; bacterial (C. kluyveri) enzyme, not human | inhibition, % at 20 µM | hit rate 0.69% among 190,000 | AID 1217;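 active = primary screen inhibition at 20 µM above a set limit, cut at about 50% in these data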;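 also: plate controls were DMSO with full reaction for no effect and wells lacking NADH for full effect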
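material = Clostridium kluyveri diaphorase enzyme | amount = 0.14 U/mL diaphorase, enzyme working solution | schedule = incubation 16 min, room temperature | detection = fluorescence of resorufin formed from resazurin, Ex 544/Em 590 nm | benchmarks = positive control minus NADH, DMSO neutral control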
TLR4 MyD88 comp: TLR4-MyD88 interaction inhibition in cells | hit rate 0.18% among 200,000 | inhibition, % at 8.4 µM | O00206+Q99836 | HeLa CL3-4 TLR4/MyD88 BLA complementation, FRET ratio; in the data active = inhibition above about 25%;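 also: 0% = vehicle and 100% = reference inhibitor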
Target sequence (O00206 whole entry, looked up): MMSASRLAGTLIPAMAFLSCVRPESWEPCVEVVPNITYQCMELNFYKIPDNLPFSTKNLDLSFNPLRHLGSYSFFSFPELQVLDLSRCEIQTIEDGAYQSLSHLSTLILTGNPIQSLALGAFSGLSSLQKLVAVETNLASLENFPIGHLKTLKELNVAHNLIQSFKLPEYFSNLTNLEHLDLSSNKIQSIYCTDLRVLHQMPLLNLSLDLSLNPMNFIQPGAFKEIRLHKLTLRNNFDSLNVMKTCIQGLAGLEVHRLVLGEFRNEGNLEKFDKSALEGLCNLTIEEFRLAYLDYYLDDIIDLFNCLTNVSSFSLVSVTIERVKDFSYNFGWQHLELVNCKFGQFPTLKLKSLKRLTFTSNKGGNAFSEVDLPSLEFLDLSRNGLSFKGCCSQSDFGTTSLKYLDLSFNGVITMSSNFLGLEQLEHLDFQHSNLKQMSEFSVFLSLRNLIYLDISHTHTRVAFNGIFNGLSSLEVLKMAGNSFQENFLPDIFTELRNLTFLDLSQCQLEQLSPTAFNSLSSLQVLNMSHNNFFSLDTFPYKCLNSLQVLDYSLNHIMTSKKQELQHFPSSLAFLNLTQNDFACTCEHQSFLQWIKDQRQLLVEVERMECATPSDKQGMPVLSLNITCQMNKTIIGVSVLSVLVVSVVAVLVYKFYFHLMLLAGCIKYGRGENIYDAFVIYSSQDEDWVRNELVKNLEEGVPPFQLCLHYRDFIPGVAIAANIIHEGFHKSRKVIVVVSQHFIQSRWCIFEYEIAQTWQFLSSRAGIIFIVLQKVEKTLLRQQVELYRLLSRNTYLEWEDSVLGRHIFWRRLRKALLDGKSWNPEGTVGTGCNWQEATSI
Target sequence (Q99836 whole entry, looked up): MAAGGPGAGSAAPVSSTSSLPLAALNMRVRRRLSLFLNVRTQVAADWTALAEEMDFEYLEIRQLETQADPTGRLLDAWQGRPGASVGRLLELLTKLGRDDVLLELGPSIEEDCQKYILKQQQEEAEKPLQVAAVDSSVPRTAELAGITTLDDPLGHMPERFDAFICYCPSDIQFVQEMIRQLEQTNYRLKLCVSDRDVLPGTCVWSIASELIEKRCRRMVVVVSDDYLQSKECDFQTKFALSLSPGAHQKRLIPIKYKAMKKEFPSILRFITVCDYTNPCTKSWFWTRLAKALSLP
* marks the source's active call; other numbers are inactive results; · = no result given; & = joins results of further samples.

Results follow in this order: FLuc inhib CS	NF-kB neuron act	G6PDH counter	Diaph act CS	FLuc stim CS	APP 5UTR inh	APP 5'UTR act	STAT1 activator	Diaph inh CS	TLR4 MyD88 comp
CCc1ccc(NC(=O)C(NS(=O)(=O)c2cccc3nsnc23)c2ccccc2)cc1 (stereo not drawn)
→ -8	0.88	-3	0.7	1.1	0	0	91	30	4
COc1ccc(C(=O)Nn2cnc3scc(-c4cccs4)c3c2=O)c(O)c1
→ ·	0.97	·	·	·	15	-15	107	·	4
C/C(N)=C(/C#N)C(=O)CSc1nnc(C)n1-c1ccccc1
→ -5	1.2	2	1	1	-4	4	103	3	-28
N#Cc1c(-n2ccnc2)cccc1-n1ccnc1
→ 0	0.93	2	0.9	1	-13	13	100	12	-19
CC1=C(C)CC(C(=O)NC(C)CCc2ccccc2)C(C(=O)O)C1 (stereo not drawn)
→ -1	1.2	5	1.1	1	-2	2	98	-8	0
COc1cc(/C=N\NC(=O)C2C(=O)NCC2c2ccccc2)cc(OC)c1O (stereo not drawn)
→ -10	1.1	21	0.8	1.1	7	-7	100	23	5
Nc1nc(NC(=O)c2cccnc2)nn1-c1ccccc1
→ 0	1.1	9	1	1	-11	11	108	-2	-3
COc1ccc(-n2c(SCC(=O)NCc3ccco3)nc3c([nH]c4ccccc43)c2=O)cc1
→ -7	1	-21	1.2	1.1	-11	11	84	-17	-16
COC(=O)c1ccc(CNC(=O)CSC2=NCCS2)cc1
→ -2	1.3	1	1.1	1	-14	14	94	-6	6
COc1cc(/C=C(\C#N)c2nc3c(s2)CCCC3)ccc1O
→ 10	2.7	-2	0.8	0.9	-60	60	120	20	7
CCCC(=O)Nc1ccc(C(N)=O)cc1
→ 4	0.97	0	1	1	-5	5	105	2	3
CCCCN(CCCC)C(=O)/C=C/c1cccc([N+](=O)[O-])c1
→ -3	0.8	-1	0.9	1	-13	13	99	7	-12
CCOC(=O)C(Cc1ccc(O)cc1)NC(=O)CNC(=O)C(CC(C)C)NC(=O)OC(C)(C)C (stereo not drawn)
→ -1	1.3	6	1	1	-21	21	98	2	-5
Cc1ccc2c(CC(=O)Nc3sccc3C(N)=O)coc2c1
→ 18	2.1	13	0.9	0.8	-98	99	101	9	-13
CCOC(=O)C1(Cc2cccc(OC)c2)CCN(Cc2ccccc2)CC1
→ -1	0.92	10	1.1	1	3	-3	95	-6	-5

Overlap with the part before: 2 compounds, then new ones.
Results follow in this order: FLuc inhib CS	NF-kB neuron act	G6PDH counter	Diaph act CS	FLuc stim CS	APP 5UTR inh	APP 5'UTR act	STAT1 activator	Diaph inh CS	TLR4 MyD88 comp
Cc1ccc2c(CC(=O)Nc3sccc3C(N)=O)coc2c1
→ 18	2.1	13	0.9	0.8	-98	99	101	9	-13
CCOC(=O)C1(Cc2cccc(OC)c2)CCN(Cc2ccccc2)CC1
→ -1	0.92	10	1.1	1	3	-3	95	-6	-5
N#Cc1c(N)n(CCNC(=O)c2ccccc2)c2nc3ccccc3nc12
→ -1	1.2	-6	0.9	1	0	0	103	12	-6
O=C(CCl)NC(Cc1ccccc1)c1ccccc1 (stereo not drawn)
→ -5	0.96	-2	1	1.1	0	0	81	0	-4
CCOC(=O)C1C(=O)NC(SCC(=O)Nc2nccs2)=C(C#N)C1c1ccccc1OCC (stereo not drawn)
→ -4	1	-4	0.9	1	11	-11	115	8	-1
COc1ccc(/C=C\C(=O)NCc2ccc3[nH]c(C)cc3c2)cc1OC
→ -4	1.3	13	0.9	1	15	-15	110	6	10
CCN(CC)CC(O)COCCC12CC3CC(CC(C3)C1)C2 (stereo not drawn)
→ -8	1.4	0	0.9	1.1	12	-12	98	5	7
CC(=O)Nc1ccc(NC(=O)c2ccc(C3SCC(=O)N3CCc3ccccc3)cc2)cc1 (stereo not drawn)
→ -8	0.72	4	0.8	1.1	28	-28	98	17	-10
Cc1cccc(C(=O)NC2CCN(C(=S)NCc3ccco3)CC2)c1
→ -7	1.1	2	0.9	1.1	-1	1	98	8	-1
Cc1cc(C)c(-c2c(O)c3cnn(-c4ccccc4)c3[nH]c2=O)c(C)c1
→ -4	1.4	6	0.8	1	6	-6	102	19	2
O=C(Nc1cccc2cccnc12)c1ccc2c(c1)OCCO2
→ 20	1.3	1	1.1	0.8	-10	10	110	-5	11
Cc1cccc(NC2=NCC(=O)N2Cc2ccccc2)c1
→ -2	1.1	6	0.7	1	-5	5	82	33	2
CCn1ccc(C(=O)N2CCOCC2)n1
→ -4	1.3	10	0.9	1	-11	11	108	11	-8
CC(C)Cn1c(CN2CCN(c3ccccc3F)CC2)nc2c1c(=O)[nH]c(=O)n2C
→ -3	0.96	16	1.1	1	-3	3	97	-13	-6
CCN(Cc1cnn(C)c1)C(=O)CC1C(=O)NCCN1Cc1cccc(OC)c1OC (stereo not drawn)
→ -4	1.2	10	0.8	1	-8	9	102	16	3
C/C(=N\NC(=S)NCc1ccccc1)c1ccc(Cl)cc1
→ 0	1.9	10	0.8	1	9	-9	104	19	-20
O=C(NCc1ccccc1Cl)c1cnccn1
→ -8	0.92	4	0.9	1.1	9	-9	104	14	0
CCOc1cc(/C=N/O)cc(Br)c1OCC(=O)NCc1ccccc1
→ -6	0.98	8	0.8	1.1	21	-21	94	17	-3
CC1(C)CC(=O)C2=C(C1)OC1=C(C(=O)CC(C)(C)C1)C2c1ccc(O)c([N+](=O)[O-])c1
→ -5	1.2	2	0.8	1.1	7	-7	104	19	-1
Cc1cc(Cl)ccc1OCCCC(=O)NCc1ccccn1
→ -5	1.1	2	0.9	1.1	-23	23	99	6	-1
CCN(CC)c1ccc(/C=N/NC(=O)c2c(Cl)c(C)nn2C)cc1
→ -3	1	-3	0.8	1	2	-2	107	16	10
CCn1c(=O)c2cc(C(=O)N3CCN(C)CC3)sc2c2ccccc21
→ -2	1.1	-14	0.9	1	-8	8	107	8	-11
Cc1ccc(S(=O)(=O)NCC(=O)OCc2ccccc2)cc1
→ -8	1.2	6	0.9	1.1	16	-16	95	11	-6
CCN(CC)CCNC(=O)Cc1c(C(=O)O)n(CC)c2ccccc12
→ -4	0.93	3	0.9	1	8	-8	100	10	-24
O=C(NCCNS(=O)(=O)c1cccc(C(F)(F)F)c1)c1cc(OCC(F)(F)F)ccc1OCC(F)(F)F
→ -6	1.1	4	1	1.1	-14	13	101	-1	-3
O=C(c1ccc2ccccc2c1)N1CCN(c2ccc([N+](=O)[O-])c(N3CCOCC3)c2)CC1
→ -8	0.75	2	0.8	1.1	11	-11	97	22	0
COc1cc(/C=C2/SC(=S)N(CC3CCCO3)C2=O)ccc1O (stereo not drawn)
→ 8	1.3	-17	0.8	0.9	-15	15	99	17	-1
CC(=O)c1c(C)[nH]c(C(=O)NCc2ccccc2)c1C
→ 0	1.1	-2	0.9	1	-4	4	106	8	5
CC(C)Cc1nc2oc3c(N4CCN(C)CC4)ncnc3c2c2c1CCCC2
→ -3	0.81	2	0.8	1	17	-17	102	21	4
C=CCNC(=O)C(C#N)c1nc2ccccc2nc1N1CCCCCC1 (stereo not drawn)
→ -6	0.52	1	0.5	1.1	15	-15	100	45	-3
CCOCC(=O)Nc1nc(-c2ccccc2)c(CC)s1
→ -10	1.1	1	0.9	1.1	·	·	94	7	4
O=C(Oc1cccnc1)c1ccc(Cl)cc1
→ -3	1	0	0.8	1	7	-7	94	21	7
FC(F)(F)c1nnc2sc(-c3cccs3)nn12
→ -8	1.1	-13	0.9	1.1	-12	12	104	11	-14
COc1ccc(O[C@H]2C=C[C@@H](c3ccccc3)O[C@@H]2CO/N=C(\C)CCN2CCc3nc(-c4ccccc4)c(-c4ccccc4)cc3C2)cc1
→ -15	0.98	15	1.1	1.2	-2	2	103	-6	-9
Cc1ccc(S(=O)(=O)N2CCCCC2)cc1NC(=O)CSc1nnc(N)s1
→ -3	0.89	1	0.9	1	-2	2	101	12	-2
COc1ccc(Nc2ncnc3c2oc2ccccc23)cc1
→ 8	3.4*	9	0.8	0.9	-117	117	163*	19	0
O=C(NNC(=O)c1sccc1-n1cccc1)Nc1ccc(F)cc1
→ -2	1	1	1	1	5	-5	104	5	2
CCOC(=O)C1CCN(C(=O)CSc2n[nH]c(=O)[nH]c2=O)CC1
→ -8	1.4	-1	0.9	1.1	-3	3	101	9	-8
O=C(CSc1nnnn1-c1ccccc1F)NNC(=O)c1ccco1
→ 0	1.5	15	1	1	-11	11	90	-4	-3
CC(/C=N/Nc1nc(C)cc(=O)[nH]1)=C\c1ccccc1
→ 16	1.2	-2	0.9	0.8	-12	12	109	7	-2
NC(=S)N/N=C/c1ccccc1OCCSc1ccc(Cl)cc1
→ 2	0.99	0	0.8	1	-36	36	116	23	-10
CCn1c(=N)c(S(=O)(=O)c2ccc(Cl)cc2)cc2c(=O)n3ccccc3nc21
→ -9	0.98	13	·	1.1	-9	9	106	·	-6
Cc1cccc2cc(CN(Cc3ccco3)C(=O)NC3CCCCC3)c(=O)[nH]c12
→ -2	0.44	-33	0.8	1	2	-2	90	19	4
CC1CC(N(C(=O)C2CC2)c2ccccc2)c2ccccc2N1C(=O)C1CC1 (stereo not drawn)
→ -8	1.2	7	1	1.1	-2	2	102	4	-6
COc1ccc(-c2cn(-c3ccccc3)c3[n+]2CCS3)cc1
→ 1&-10	0.55&0.68	-5&-4	0.9&0.9	1&1.1	5&12	-5&-12	86&80	5&7	4&-7
COc1cc(OC)cc(-n2nnnc2SCC(=O)NCc2ccc3c(c2)OCO3)c1
→ -7	1.8	-2	0.9	1.1	-12	12	99	8	6
CCOC(=O)N1CCN(C(=S)NC(=O)c2ccc(F)c(F)c2)CC1
→ -9	0.96	10	0.9	1.1	-13	13	104	12	7
Cc1ccccc1NC(=S)NCCO
→ 2	0.99	12	1.1	1	8	-8	99	-6	-13
Cc1ccc(S(=O)(=O)Nc2ccc(NC(=O)CN3CCCCC3)c(Cl)c2)cc1
→ -4	1.1	-1	0.8	1	-4	4	101	18	13
CCn1c(SCC(=O)N2CCOCC2)nc2sc3c(c2c1=O)CCCC3
→ 5	0.6	-3	1	1	1	-1	99	-1	-4
CCc1nnc(NC(=O)CCN2C(=O)CCC2=O)s1
→ -6	1.2	4	0.8	1.1	-14	14	101	17	6
O=C(N/N=C/c1cn(-c2ccccc2)nc1-c1cccnc1)c1cccnc1
→ 13	0.71	4	1	0.9	9	-9	97	3	-15
CC(=O)c1cc(NC(=O)c2ccc(Cl)cc2)c(=O)oc1/C=C/N(C)C
→ 4	1.2	-27	0.9	1	-11	11	101	10	2
CC(C)CNC(=O)CC(=O)N/N=C/c1ccc(Br)cc1
→ -11	1	1	0.9	1.1	8	-8	103	9	-2
Cc1nc(SCc2ccc(OCCC(C)C)cc2)n[nH]1
→ 10	2.1	1	0.8	0.9	-41	41	106	21	-7
CCOc1cc2[nH]c(=S)n(Cc3ccc(C)o3)c(=O)c2cc1OCC
→ -6	0.97	-11	1	1.1	-29	29	97	4	2
